# Bioassay records: PubChem BioAssay, several laboratories
# SKN-1 inh: blocks SKN-1 activity in C. elegans. C. elegans VP596 Pgst-4::GFP/RFP ratio, acrylamide-induced, 24 h. inhibition, % at 21.8 µM. hit rate 0.49% among 360,000;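 active = interference check ratio from 0.5 to 1.5 plus GFP to RFP signal ratio inhibition reaching or exceeding a fixed threshold, cut at about 30% in these data, passing the limit was not always enough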; note: some compounds called inactive have numbers as strong as hits
# Neddylation inh: blocks human cullin neddylation; P61081+Q13564; TR-FRET cullin neddylation, biochemical; calls only at 25 µM; hit rate 0.58% among 360,000; AID 651699; in the data active = inhibition above about 36%
# Target sequence (P61081 whole entry, looked up): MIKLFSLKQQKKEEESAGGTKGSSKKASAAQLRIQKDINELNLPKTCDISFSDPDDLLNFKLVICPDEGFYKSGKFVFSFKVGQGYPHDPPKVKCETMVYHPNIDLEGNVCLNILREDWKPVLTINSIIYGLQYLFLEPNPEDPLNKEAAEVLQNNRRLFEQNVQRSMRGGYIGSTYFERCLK
# Target sequence (Q13564 whole entry, looked up): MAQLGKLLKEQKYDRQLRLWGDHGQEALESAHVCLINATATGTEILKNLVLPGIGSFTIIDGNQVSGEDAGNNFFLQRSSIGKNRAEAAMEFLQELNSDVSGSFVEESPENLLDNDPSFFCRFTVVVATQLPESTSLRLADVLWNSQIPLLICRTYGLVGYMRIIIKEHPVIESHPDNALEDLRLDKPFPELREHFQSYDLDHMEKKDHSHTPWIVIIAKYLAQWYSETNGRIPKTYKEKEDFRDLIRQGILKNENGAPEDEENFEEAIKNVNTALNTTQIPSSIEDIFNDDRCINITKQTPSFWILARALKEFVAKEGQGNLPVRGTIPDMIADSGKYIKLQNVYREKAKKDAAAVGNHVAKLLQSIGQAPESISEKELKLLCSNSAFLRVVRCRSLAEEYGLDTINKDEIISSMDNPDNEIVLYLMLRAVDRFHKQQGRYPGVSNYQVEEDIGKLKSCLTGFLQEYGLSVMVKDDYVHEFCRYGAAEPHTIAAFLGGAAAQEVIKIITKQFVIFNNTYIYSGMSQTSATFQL
# FAS TE block: blocks the thioesterase domain of human fatty acid synthase | recombinant FAS-TE, OMFH fluorogenic substrate, fluorescence endpoint | hit rate 0.67% among 360,000 | inhibition, % at 15 µM;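 active = compounds whose normalised, plate-corrected inhibition of enzyme fluorescence in the single-dose primary screen is 50% or more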;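 note: 0% = DMSO with enzyme and 100% = substrate without enzyme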
# CSN inh: CSN deneddylation inhibition. Purified CSN, SCF-Nedd8-OG deneddylation, fluorescence polarization. Q92905. inhibition, % at 12.5 µM. AID 651999. hit rate 0.38% among 360,000;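 active = pattern-corrected inhibition above about 35%, with an unprinted fluorescence ratio check between 0.5 and 1.5, limit read from the data, passing the limit was not always enough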;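 note: 0% = enzyme with substrate and 100% = substrate without enzyme; some results filed as inactive read as strong as hits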
#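 Assay system: HEK293T-derived human Csn5 enzyme; quantity: 0.24 nM enzyme; medium: Tris/NaCl/DTT buffer, pH 7.5; also added: substrate SCFSkp2-Nedd8OG, 10 nM; doses: 12.5 µM compound; schedule: 90 min reaction at room temperature; signal: FP; read-out: % inhibition of substrate cleavage by Csn5; benchmarks: substrate-only high control, full reaction low control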
# Rin1 Abl inh: inhibitors of human Rin1-Abl protein interaction. TR-FRET Rin1/Abl binding, biochemical. inhibition, % at 7.35 µM. hit rate 0.4% among 360,000. AID 588664; in the data active = inhibition above about 5%, passing the limit was not always enough
# MT1-MMP act inh: MT1-MMP (human) activation inhibition; P50281; HT1080 RFP-PRO-GFP cells, GFP/RFP ratio fluorescence, overnight; percent of plate control window, DMSO zero; GFP/RFP ratio change, % at 20 µM; hit rate 0.061% among 360,000; AID 651647;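 active = GFP/RFP ratio change of at least 30% with cell ATP level not reduced by more than half and red fluorescence within 50% of control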; note: strong numbers were not always called active
#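 Test system: HT1080 cells expressing an RFP-PRO-GFP fluorescent reporter construct / Compound dosing: single-point 20 µM compound, 1% DMSO / Schedule: cells overnight before dosing, compound overnight, 37 °C, 5% CO2 / Evaluation: GFP/RFP fluorescence ratio / Control set: DMSO and RFP-L50D-GFP cell wells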
# Rpn11 inh: Rpn11 (human) deubiquitinase inhibition. O00487. human 26S proteasome, Ub4-pepOG fluorescence polarization; 20S core pre-blocked with epoxomicin. calls only at 20 µM. hit rate 0.59% among 360,000. AID 588493;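 active = inhibition at 20 µM, scaled to each plate's controls, above about 33%, limit read from the data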
# Target sequence (O00487 whole entry, looked up): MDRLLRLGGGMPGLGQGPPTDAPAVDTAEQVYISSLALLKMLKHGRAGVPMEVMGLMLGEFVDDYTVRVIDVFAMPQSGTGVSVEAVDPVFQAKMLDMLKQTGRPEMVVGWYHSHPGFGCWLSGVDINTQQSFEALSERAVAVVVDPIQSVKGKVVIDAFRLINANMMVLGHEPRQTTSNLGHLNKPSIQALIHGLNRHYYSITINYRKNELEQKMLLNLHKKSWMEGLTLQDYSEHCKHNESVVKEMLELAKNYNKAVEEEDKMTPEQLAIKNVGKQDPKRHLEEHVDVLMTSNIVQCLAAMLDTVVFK
# PABP1 MLLE inh: inhibitors of microRNA-mediated deadenylation, human PABP1 MLLE binding. hit rate 0.36% among 360,000. GST-MLLE / FITC-PAM2 fluorescence polarization. inhibition, % at 20 µM; in the data active = inhibition above about 35%, passing the limit was not always enough;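 note: plate controls were DMSO wells with GST-MLLE for no effect and wells lacking GST-MLLE protein for full effect; some results filed as inactive read as strong as hits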
# NadD inh: NadD (S. aureus) enzyme inhibition | purified NadD enzyme, colorimetric absorbance read-out | inhibition, % at 20 µM | hit rate 0.78% among 360,000; in the data active = inhibition above about 26%; note: some compounds past the cut are filed as inactive
# Numbers without * were called inactive; i = inactive; · = no result given.
SMILES,SKN-1 inh,Neddylation inh,FAS TE block,CSN inh,Rin1 Abl inh,MT1-MMP act inh,Rpn11 inh,PABP1 MLLE inh,NadD inh
COc1ccc(CN(C)C(=O)COc2cccc(-n3cnnn3)c2)cc1OC,10,i,-8,-4,0,-2,i,-8,-5
Cc1cccc(NC(=O)/C(=C/c2cccc([N+](=O)[O-])c2)NC(=O)c2cccs2)c1,-2,i,2,-5,-1,7,i,8,4
Cc1ccc(C(=O)NCC(=O)OCC(=O)N2CC(C)OC(C)C2)cc1 (configuration not stated),11,i,-6,-2,-3,1,i,-18,-1
Cc1ccc(NC(=O)c2cc(S(=O)(=O)N(C)C)ccc2N2CCCC2)cc1F,-3,i,51*,-6,-1,-4,i,-8,-3
O=C(CCCSc1nc2ccccc2s1)NC1=NCCS1,-4,i,-13,-3,-2,2,i,30,-7
CCCCn1c(N)c(N(C)C(=O)c2cc3c(s2)CCCCC3)c(=O)[nH]c1=O,-5,i,2,1,3,1,i,-27,2
Cc1cc(C(=O)COC(=O)c2ccc(O)cc2O)c(C)n1-c1ccccc1,10,i,28,1,0,-9,i,-4,3
COc1cc(C(=O)OC(C)C(=O)NCC2CCCCC2)cc(NC(=O)c2ccco2)c1OC (configuration not stated),13,·,-6,4,-3,-5,i,-26,-11
N#CCCN(C1CCCCC1)S(=O)(=O)CCOc1ccccc1,-12,i,4,-4,2,1,i,-6,-2
CCn1c(SCC(=O)Nc2cc(C)on2)nnc1-c1ccco1,16,i,-3,2,-2,-4,i,6,5
CCOc1cc(C(=O)NCC(=O)N/N=C/c2sccc2C)cc(OCC)c1OCC,-5,i,-2,0,2,1,i,-2,-2
COc1ccc(-c2cc(C(=O)Nc3cc(C)on3)c3ccccc3n2)c(OC)c1,-3,·,13,2,2,-1,i,8,1
Cc1cc(C)c(NC(=O)CNC(=O)COC(=O)Cc2cccs2)c(C)c1,0,i,-4,2,2,-2,i,-14,-1
CCOC(=O)C1CCCN(C(=O)c2cc(S(=O)(=O)N3CCCCC3)ccc2Cl)C1 (configuration not stated),-2,i,-1,-3,1,-1,i,-14,-3
C[C@H](NC(=O)c1nc[nH]c1C(=O)N[C@@H](CCCCN)C(=O)OC(C)(C)C)C(=O)OC(C)(C)C,4,i,-8,-2,4,-1,i,3,-1
CSc1sc(C(=O)O)c(C)c1C(C)=O,13,i,-8,1,-1,5,i,-8,4
COc1ccccc1CCNC(=O)c1ccc(Br)s1,8,i,4,4,2,2,i,1,0
Cc1ccccc1Nc1nc(-c2ccccc2)c(C(=O)Nc2cccnc2)s1,11,i,22,-10,-3,-5,i,-12,1
Cn1c(=O)n(C)c2cc(N3CCOCC3)c(NC(=O)c3cccc(Cl)c3)cc21,10,i,-2,9,-1,6,i,-7,-1
O=C(O)C1=C[C@H](C2CC2)C[C@H](OCc2ccc(CO)cc2)O1,-13,i,-13,1,2,-3,i,-4,-3
COc1cccc(C(=O)NNC(=O)c2cccnc2)c1,3,i,-5,0,-2,-1,i,2,0
COc1cc2[nH]c(=S)n(Cc3ccco3)c(=O)c2cc1OC,10,i,9,8,4,9,i,-24,-3
CC1CCN(CC(O)COc2ccc(-c3ccccc3)cc2)CC1 (configuration not stated),-10,i,-4,2,-3,3,i,-3,-3
COC(=O)C1=C(C(=O)OC)[C@@H]2N(C)c3ccccc3[C@@]23C[C@@H](C(=O)OC)N(C(=O)CC(C)C)C3=N1,6,i,12,2,3,3,i,-4,0
CCO/C(C)=C1\C(=O)N(CC)c2ccccc21,-13,i,-9,4,-2,-1,i,8,1
O=C(NCCN1CCCC1=O)C1CCC(=O)N(CCc2cccc(F)c2)C1 (configuration not stated),1,i,-4,-2,1,-1,i,11,-1
O=C(Cn1cnc2ccccc21)NCCCN1CCOCC1,-8,i,-2,-10,-2,5,i,1,-8
O=C(c1ccc(Cl)cc1)c1cnc(-c2ccc(Cl)cc2)s1,-13,i,-4,4,-5,0,i,-2,6
CCCC(=O)Nc1ccc(Cl)c(NC(=O)c2cccnc2Cl)c1,-17,i,-6,-2,-4,4,i,-3,1
O=C(C1COc2ccccc2O1)N1CCc2ccccc2C1 (configuration not stated),-11,i,2,-4,1,-2,i,4,0
CCN(CC(=O)N1CCN(Cc2ccccc2)CC1)S(=O)(=O)c1ccc(F)cc1,14,i,-6,-3,0,-3,i,-9,-2
OC[C@@H]1[C@@H](c2ccc(F)cc2)C(c2cccc(Cl)c2)=NN1c1ccccc1,8,·,25,-3,0,5,i,0,2
COCOCCn1cc(CN2CCS(=O)(=O)N(Cc3ccc(-c4cccc(N(C)C)c4)cc3)C(CC(C)C)C2=O)nn1 (configuration not stated),-5,i,1,3,4,3,i,-8,-1
COC(=O)C1=C(C)N(CCc2c[nH]c3ccc(OC)cc23)C(=O)C1,7,i,-2,-6,0,2,i,0,13
CCOC(=O)C1CCN(C(=O)c2ccc(OCC(=O)Nc3cccc(C(F)(F)F)c3)c(OC)c2)CC1,3,i,14,3,1,15,i,-3,-3
COC(=O)COc1cccc(NC(=O)c2cccs2)c1,-8,i,-3,-2,1,-11,i,-2,-3
CCN(CC(=O)Nc1ccccc1C(F)(F)F)C(=O)c1ccc(-n2nc(C)c(CCC(=O)OC)c2C)cc1,1,i,-4,-1,0,3,i,-10,9
CCOC(=O)CSc1nnc(-c2ccc(NS(=O)(=O)c3ccc(C)cc3)cc2)o1,10,i,6,4,-1,0,i,-92,1
Cc1ccc(-c2nnc3c(C(F)(F)F)nc4ccccc4n23)cc1,9,i,-3,5,-1,-8,i,-3,-2
Cc1ccc(C(=O)NCc2ccco2)cc1S(=O)(=O)N1CCOCC1,-10,i,-6,6,-3,2,i,4,-2
CS(=O)(=O)N1CCCC(C(=O)NCCCN2CCC(Cc3ccccc3)CC2)C1 (configuration not stated),7,i,-10,5,-2,-4,i,-5,-1
Cc1ccc(SCC(=O)OC(C)C(=O)NC2(C#N)CCCCC2)cc1 (configuration not stated),-6,i,-3,-1,6,3,i,-2,-5
CCCCN(CC)CCNC(=O)c1cc2c(=O)[nH]c3ccccc3c2s1,-7,·,-3,1,-3,4,i,-1,-8
CCC(C)(C)C1CCc2[nH]nc(C(=O)NC3CCCC3)c2C1 (configuration not stated),10,i,-4,-2,1,3,i,8,2
c1ccc2c(-c3ccncc3)c[nH]c2c1,34,i,-7,9,1,-3,i,5,-4

# Complete entries as entered above. Order of screens: SKN-1 inh	Neddylation inh	FAS TE block	CSN inh	Rin1 Abl inh	MT1-MMP act inh	Rpn11 inh	PABP1 MLLE inh	NadD inh
# Entry for COc1ccc(-c2cc(C(=O)Nc3cc(C)on3)c3ccccc3n2)c(OC)c1 : -3	·	13	2	2	-1	i	8	1
# Entry for N#CCCN(C1CCCCC1)S(=O)(=O)CCOc1ccccc1 : -12	i	4	-4	2	1	i	-6	-2

# (continued)
SMILES,SKN-1 inh,Neddylation inh,FAS TE block,CSN inh,Rin1 Abl inh,MT1-MMP act inh,Rpn11 inh,PABP1 MLLE inh,NadD inh
CCOc1ccc(S(=O)(=O)N(C(=O)c2ccco2)c2cc3sc(=O)oc3c3ccccc23)cc1,3,i,51*,-4,1,3,i,17,15
CN(C)CCCNCCCCNC(=O)/C=N/O,-7,i,-3,2,-2,1,i,3,-5
C=CCNC(=S)Nc1ccc(Br)cc1F,10,i,-4,-1,6,6,i,4,-3
O=NN(CCCl)C(=O)NCC1=C[N+](=O)CC=C1,3,i,-4,-4,·,4,·,·,6
O=C(NCCc1ccc(F)cc1)c1ccc(S(=O)(=O)N2CCCC2)cc1,6,i,0,-1,4,-1,i,-8,-2
COc1ccc(C(=O)NCc2nnc(SCC(=O)N3CCC(C)CC3)o2)cc1OC,-31,i,-13,4,-2,·,i,-1,-1
O=C(O)CCCNc1ccc([N+](=O)[O-])c(NCCCC(=O)O)n1,10,i,-2,0,0,·,i,7,-5
Cc1cc(C)nc(N2CCCC(C(=O)Nc3nnc(C(C)(C)C)s3)C2)n1 (configuration not stated),14,i,-2,5,3,1,i,5,-4
CC(NC(=O)NCCCC(=O)O)(C(F)(F)F)C(F)(F)F,5,i,-10,0,4,5,i,11,-4
Cc1ccc(C(=O)NCC(C)NC(=O)c2ccc(C)c(C)c2)cc1C (configuration not stated),-2,i,2,0,0,0,i,3,-7
C/C(=N\NC(=O)c1ccco1)c1ccc(C(=O)O)s1,9,i,-5,1,-4,1,i,4,1
CCc1nnc(NC(=O)c2sc3nc4c(cc3c2N)CCCCC4)s1,8,·,-2,3,4,4,i,23,19
COc1cccc(CNC(=O)CCC2CCCN(C(=O)c3ccoc3C)C2)c1 (configuration not stated),-2,i,-5,9,0,-1,i,7,-3
COc1ccccc1CN1CC(C(=O)NCc2ccc(N3CCCC3=O)cc2)CCC1=O (configuration not stated),15,i,-9,2,-2,2,i,-14,-8
FC(F)(F)c1nc(N2CCCC2)ncc1-c1nnnn1-c1ccc(Cl)cc1,-6,i,33,3,0,-7,i,3,-5
COc1ccc(N2C(=O)CSC2c2ccc3c(c2)OCO3)c(OC)c1 (configuration not stated),7,i,-1,4,-4,-7,i,10,4
CC(=O)Nc1sc(C)c(C)c1C(=O)OCC(=O)Nc1cc(S(C)(=O)=O)ccc1Cl,6,i,-5,5,-2,1,i,-45,-3
O=C(c1cc(=O)[nH]c2ccccc12)N1CC=C(c2ccccc2)CC1,0,i,-3,3,1,3,i,8,-1
CC1(C)Cc2ccccc2-c2nnc(-c3ccco3)n21,14,i,-1,2,2,-2,i,-12,-3
COc1cc(CN2C[C@@H](CO)O[C@@H](n3cnc4c(N5CCOCC5)ncnc43)C2)cc(OC)c1OC,5,i,-2,3,-2,-3,i,3,-5
Cn1c2ccsc2c2ncn(Cc3ccccc3F)c(=O)c21,-14,i,4,6,-6,1,i,4,0
COc1cc(S(=O)(=O)N2CCCCCC2)c(OC)cc1Br,-35,i,10,-4,-1,0,i,-13,-9
COc1cc(OC)nc(Nc2nc(C(N)Cc3ccc(Cl)cc3)cs2)n1 (configuration not stated),15,i,-21,-1,-3,-10,i,0,13
C=CCN(CC=C)CCOc1cccc2ccccc12,7,i,9,2,3,3,i,14,-5
Cc1nc2ccc(NC(=O)N3CCN(c4ccccn4)CC3)cc2s1,0,i,-3,3,1,1,i,-2,4
Cc1ccc(-n2c(SCC(=O)Nc3nccs3)nc3c(c2=O)SCC3)cc1,-4,i,-2,3,3,4,i,9,5
O=C(c1ccco1)N1CCN(Cc2cccc(F)c2)CC1,-13,i,-4,1,0,-2,i,5,-4
CC(C)(C)Cc1nc(-c2ccccn2)no1,12,i,-4,2,-4,-2,i,2,3
O=C(NC1CCCCCC1)c1ccc2c(=O)n3c(nc2c1)CCCCC3,-8,i,12,5,-3,1,i,-3,-1
CC(=O)c1ccc(N2CCN(S(=O)(=O)c3cn(C)c(C)n3)CC2)cc1,-7,i,-6,-1,1,2,i,10,0
COc1ccccc1/C=N/NC(=O)CC(=O)NCc1cccnc1,1,i,-6,2,-3,3,i,5,-5
CCCNC(=O)COC(=O)c1ccc(S(=O)(=O)N2CCCC2)cc1,-10,i,-6,-15,2,9,i,-34,2

# Rows were taken by chance. Share with any hit: about 3.9%.
